# Hsp70 activator = Hsp70 transcriptional activators, primary screen, cell-based, HeLa, Hsp70 promoter luciferase, luminescence, 10 µM; activation, % at 10 µM; AID 1203, 2008; 0.04% of 200,000 active; HeLa Hsp70 promoter luciferase reporter; scaled: vehicle 0, proteasome-inhibitor control 100%;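 active = activation above the mean across all tested compounds plus 3 SD, cutoff set per campaign, cut at about 5.5% in these data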;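 note: 100% = MG132 at 30 µM as the positive control and 0% = DMSO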
# DTT redox prof = compounds producing H2O2 with reducing agent – biochemical, NIH compound library profiling, artefact control for MLSCN library redox annotation, primary screen; DTT-dependent redox cycling H2O2, phenol red/HRP absorbance; 100% = 100 µM peroxide control, 0% = buffer; activation, % at 10 µM; 0.03% of 200,000 active; AID 878, 2007;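 active = activation of at least 50% relative to the plate's high and low controls in the primary single-dose screen; inactive = activation below 50%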;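 note: compound incubated with DTT at 0.8 mM final as the reducing agent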
# PMI act satM6P = human PMI activators, high substrate, primary screen, biochemical, fluorescence intensity, near-saturating mannose 6-phosphate | coupled PMI enzyme assay, resazurin fluorescence, 20 min; hits give high values; 1 = untreated enzyme, 0 = substrate-free blank | AID 1216, 2008 | activation factor at 20 µM | 0.34% of 190,000 active;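 active = activation factor of 2 or more at 20 µM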
#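 assay system = human phosphomannose isomerase with PGI, G6PDH, diaphorase coupling enzymes | quantity = 15 ng/mL PMI | incubation = enzyme reaction with compound 20 min at room temperature | medium = HEPES pH 7.4 buffer with MgCl2 and Tween-20 | compound dosing = one concentration, 20 µM, in 1% DMSO | measured by = Diaphorase-driven resazurin-to-resorufin fluorescence, excitation 544, emission 590 nm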
# S1P3 antagonist = S1P3 receptor antagonists, primary screen, cell-based | inhibition, % at 4.98 µM | 0.27% of 170,000 active | CHO S1P3 NFAT-BLA reporter, FRET fluorescence, antagonist mode | Sphingosine 1-phosphate receptor 3 (Homo sapiens), Q99500;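 active = inhibition above the plate cutoff, the mean inhibition of test wells on that plate plus 3 SD, cut at about 28% in these data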;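 note: cells challenged with S1P at its EC80 of 0.8 µM; blue over green emission ratio from cleaved BLA substrate after 4 h stimulation; 0% = S1P-stimulated wells and 100% = unstimulated DMSO-only wells; some compounds past the cut are filed as inactive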
# Target sequence (Q99500 whole entry, looked up): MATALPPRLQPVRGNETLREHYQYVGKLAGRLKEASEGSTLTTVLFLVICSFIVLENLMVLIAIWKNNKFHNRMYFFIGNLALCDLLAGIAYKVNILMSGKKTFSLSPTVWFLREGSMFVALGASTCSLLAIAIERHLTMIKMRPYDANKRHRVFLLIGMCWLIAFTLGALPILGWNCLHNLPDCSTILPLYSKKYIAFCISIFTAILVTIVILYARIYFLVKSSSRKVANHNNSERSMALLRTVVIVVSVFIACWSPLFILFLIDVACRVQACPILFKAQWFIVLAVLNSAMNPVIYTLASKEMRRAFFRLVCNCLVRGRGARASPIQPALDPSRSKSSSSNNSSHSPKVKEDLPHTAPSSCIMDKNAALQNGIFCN
# PMI act = activators of human PMI, primary screen, biochemical, fluorescence intensity, near-Km mannose 6-phosphate; Mannose-6-phosphate isomerase (Homo sapiens), P34949; purified human PMI, coupled resazurin fluorescence, 20 min; hits give high values; 1 = vehicle control, 0 substrate-free wells; activation factor at 20 µM; 0.005% of 190,000 active; AID 1214, 2008;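 active = activation factor of 2 or more at 20 µM, relative to plate controls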
# TNAP inh hiacc = human TNAP enzyme inhibitors, primary screen, biochemical, luminescent, high phosphate acceptor level, uHTS. Alkaline phosphatase, tissue-nonspecific isozyme (Homo sapiens), P05186. purified TNAP, CDP-star luminescence, 1 M DEA. inhibition, % at 20 µM. 0.03% of 200,000 active. AID 1135, 2008;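 active = over 50% inhibition of tissue-nonspecific alkaline phosphatase at 20 µM in the single-dose screen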;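 note: plate controls were DMSO wells for no effect and EDTA-quenched wells as full inhibition for full effect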
# Target sequence (P05186 whole entry, looked up): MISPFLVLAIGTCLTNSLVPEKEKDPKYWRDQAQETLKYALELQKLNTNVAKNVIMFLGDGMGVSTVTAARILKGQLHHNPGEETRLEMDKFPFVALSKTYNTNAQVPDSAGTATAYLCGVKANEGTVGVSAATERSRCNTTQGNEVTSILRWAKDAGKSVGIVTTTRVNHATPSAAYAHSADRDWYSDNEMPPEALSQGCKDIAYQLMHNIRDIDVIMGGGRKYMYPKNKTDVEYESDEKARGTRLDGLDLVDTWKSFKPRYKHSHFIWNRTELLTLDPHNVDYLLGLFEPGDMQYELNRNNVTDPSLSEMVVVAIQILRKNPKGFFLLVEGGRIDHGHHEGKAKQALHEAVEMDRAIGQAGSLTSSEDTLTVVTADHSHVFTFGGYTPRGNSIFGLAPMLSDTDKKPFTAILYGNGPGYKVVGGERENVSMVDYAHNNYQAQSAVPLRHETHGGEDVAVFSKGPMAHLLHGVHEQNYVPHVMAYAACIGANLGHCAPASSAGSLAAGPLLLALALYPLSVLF
# Efa HMGR inh = inhibitors of E. faecalis class II HMGR, primary screen, biochemical, Enterococcus faecalis; inhibition, % at 10 µM; 0.41% of 190,000 active; purified E. faecalis HMGR, NADPH absorbance 340 nm kinetic;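 active = inhibition above a set limit, the median over all tested compounds plus 3 SD, cut at about 9.5% in these data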;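 note: enzyme runs in reverse so mevalonate oxidation gives rising NADPH absorbance; 0% = complete reaction with DMSO and 100% = background rate lacking mevalonate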
# Lmaj promast = Leishmania major promastigote growth inhibition, primary screen. Leishmania major promastigotes, resazurin fluorescence viability. inhibition, % at 10 µM. 9% of 200,000 active. AID 1063, 2008; in the data active = inhibition above about 50%;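 note: promastigotes grown with compound for 44 hours at 28 °C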
# TNAP inh noacc = human TNAP enzyme inhibitors, primary screen, biochemical, luminescent, no phosphate acceptor, uHTS; Alkaline phosphatase, tissue-nonspecific isozyme (Homo sapiens), P05186; purified TNAP, CDP-star luminescence, 30 min; inhibition, % at 20 µM; 0.26% of 200,000 active; AID 1012, 2008;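 active = tissue-nonspecific alkaline phosphatase inhibition above about 50% at 20 µM in the single-dose screen, limit read from the data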;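 note: 0% = DMSO negative control and 100% = EDTA positive control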
# RAM network inh = inhibitors of the yeast RAM network, primary screen, dse1pr::URA3 reporter, 5-FOA selection; 1.8% of 190,000 active; AID 868, 2007; S. cerevisiae dse1pr::URA3 reporter, 5-FOA growth OD615, 2 d; analog-sensitive cbk1-as2 kinase mutant strain; inhibition, % at 50 µM;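 active = inhibition above a set limit, 3 SD over mean compound inhibition, cut at about 8.4% in these data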;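 note: 0% = DMSO-only wells with no growth and 100% = 10 µM 1-NA-PP1 full growth; inhibition rescues growth on 5-FOA so higher OD means more RAM inhibition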
# Active calls of the source: *; x = no result given.
SMILES,Hsp70 activator,DTT redox prof,PMI act satM6P,S1P3 antagonist,PMI act,TNAP inh hiacc,Efa HMGR inh,Lmaj promast,TNAP inh noacc,RAM network inh
CCOC(=O)c1[nH]c2ccccc2c1NC(=O)c1ccc(S(=O)(=O)N2CCOCC2)cc1,0.2,0.8,1.1,-14,1,1,5,0,2,2.3
S=C(NC1CCCCC1)c1ccc2c(c1)OCO2,-0.1,1.8,1,x,1,2,-4,-1,-7,-0.3
O=C(CO/N=C/c1ccc2c(c1)OCO2)Nc1cccc(Br)c1,-0.3,0.4,1,4,0.9,-4,0,-3,-14,4.9
CC1(C)Cc2nc(NC3CCCCC3)c(C#N)cc2CO1,-0.2,-1.5,1.1,-12,1,-5,-6,12,-7,0.5
Nc1nc(SCC(=O)NCCOCCO)nc2sc3c(c12)CCCC3,-0.4,-0.8,1,5,1,0,-8,-1,-2,-0.6
COc1ccc(S(=O)(=O)n2nc(OCc3cccs3)cc2N)cc1,-0.2,-0.1,1,5,0.9,-1,0,6,-5,-0.5
NS(=O)(=O)c1ccc(NC(=O)COC(=O)/C(=C/c2cccs2)c2cccs2)cc1,-0.2,0.2,0.9,0,0.9,0,-8,-5,5,3.3
CN(C)S(=O)(=O)N1CCN(C(=O)c2cccc(Br)c2)CC1,0.0,0.1,1.1,x,1,-5,-2,-7,-12,1.8
CC(C)c1nccn1S(=O)(=O)c1cc([N+](=O)[O-])ccc1Cl,-0.2,1.7,1.1,4,1.1,0,-1,25,-13,0.4
CCN(CC)C(=O)/C(=C\c1ccc2c(c1)OCO2)NC(=O)c1ccc(Br)cc1,-0.2,1.5,0.9,x,0.8,-9,-1,0,-12,-0.7
CC(=O)Oc1ccc(NC(=O)CCC2CCCCC2)c(C(=O)O)c1,-0.1,-0.8,1.2,x,1.2,-2,2,-8,-10,2.9
CCOC(=O)c1cnn(CC2CCCCC2)c1N,-0.1,-0.3,0.9,-14,1,-3,-8,-7,-7,-0.3
CCCCn1c(CN(Cc2ccccc2)Cc2ccccc2)nc2c1c(=O)n(C)c(=O)n2C,-0.1,1.9,x,-16,x,x,x,30,x,x
COc1cc(C(c2c(C)[nH][nH]c2=O)c2c(C)[nH][nH]c2=O)ccc1OS(=O)(=O)c1ccccc1,0.2,-1.5,0.8,x,0.8,72*,-2,-1,29,-0.1
Cc1cc(C)n(-c2nc3ccccc3nc2Nc2ccc3[nH]c(=O)[nH]c3c2)n1,-0.1,38,0.9,1,0.9,-2,-3,6,-4,3.2
O=C(C1=C(O)C(=O)N(c2ncccn2)C1c1ccc(Cl)c(Cl)c1)c1ccco1 (stereo unspecified),-0.1,-2.6,1.5,-17,1.2,2,-3,-13,-1,0.1
Cc1cc(C(=O)Cn2nnc(-c3ccc(Cl)cc3)n2)c(C)n1-c1ccccc1,-0.3,0.1,1,-10,0.9,-7,-3,-8,2,3.2
COc1ccc(-c2nnn(CC(=O)NC3CCCc4ccccc43)n2)cc1OC (stereo unspecified),-0.4,0.1,0.8,x,0.9,-9,x,5,-14,x
COc1ccc(-n2nnnc2SCC(=O)NCCc2ccccc2)cc1OC,0.0,-0.9,1,-14,1,0,-6,-9,-6,0.1
Nc1cc(OC(=O)c2cccs2)nn1S(=O)(=O)c1ccc(F)cc1,-0.2,-3.3,1,7,1,-2,0,-4,3,-0.5
Cc1nc2ccc(C(=O)O)cc2c2c1CC(C)S2 (stereo unspecified),-0.8,-1.7,1.1,-6,1,0,-6,-3,-6,2.0
Cc1[nH]n(-c2ccc([N+](=O)[O-])cc2)c(=O)c1C=NCCN1CCN(C(=O)c2ccc(Br)cc2)CC1,-0.4,0.1,0.9,x,0.9,1,-1,0,8,2.9
Cc1ccc(NC(=O)CSc2nc3ccccc3c3nc4ccccc4n23)cc1,0.4,-3.5,1.1,x,1,-10,-3,-2,-51,2.9
COc1cc(/C=N/NC(=O)CNC(=O)c2ccccc2)ccc1OC(=O)c1cccs1,-0.3,-3.4,0.9,x,1,-2,-1,0,-9,-0.1
Brc1ccc(CSc2nnc3ccccn23)cc1,-0.3,-0.3,0.8,-17,1.1,-3,15*,-6,-2,0.3
COc1ccccc1OCCC(=O)OCC(=O)NCc1ccccc1,-0.3,0.1,0.9,-12,0.8,-2,-11,-2,-10,1.0
CCOC(=O)N1CCN(CC(O)COc2ccc(C)cc2C(C)(C)C)CC1 (stereo unspecified),-0.5,0.4,1.2,5,1.2,-5,-5,98*,-7,0.7
CN(c1ccccc1)S(=O)(=O)c1ccc(Cl)c(C(=O)Nc2nn[nH]n2)c1,-0.3,-2.1,1.1,0,1.2,-2,-5,-1,3,1.6
Cc1onc(-c2ccccc2Cl)c1C(=O)OCC(=O)N1CCCc2ccccc21,-0.1,2.4,0.9,-3,1,-9,-5,14,0,5.2
CC1Cc2ccccc2N1C(=O)c1ccnc(C(C)(C)C)c1 (stereo unspecified),-0.3,0.7,0.8,-5,0.8,-2,-5,11,-6,3.3
COc1ccc(CCNC(=O)COC(=O)c2cc(OC)c(OC)cc2OC)cc1OC,0.1,0.0,1,0,0.9,1,-2,-7,-4,0.8
Cc1occc1-c1nnc(SCC(=O)Nc2nccs2)n1Cc1ccco1,-0.2,0.4,1,-13,0.9,-4,-1,10,-6,1.8
CN1CCN(NC(=O)c2cccc(S(=O)(=O)N3CCCCCC3)c2)CC1,-0.2,1.1,1.1,0,1.1,-4,0,-1,-8,1.5
Cc1ccc(S(=O)(=O)Cc2ccc(C(=O)NCCCN3CCCC3=O)o2)cc1,-0.1,2.1,1.1,-10,1.1,-3,3,3,-9,0.1
O=C(N/N=C/c1ccc(Cl)c([N+](=O)[O-])c1)c1cnccn1,-0.2,-0.1,1,25,1,-7,-3,2,-4,1.6
O=C(CCS(=O)(=O)c1cccs1)Nc1ccc(C(=O)NCc2ccccc2)cc1,-0.4,4.4,1.1,x,1.1,-2,-2,-5,-3,1.6
COC(=O)[C@H]1Cc2cnoc2C[C@]1(C)C(=O)O,-0.1,-0.2,1.1,1,1.1,-5,0,-10,-8,-0.4
CCOC(=O)COc1ccc2nsnc2c1,-0.3,-1.6,0.8,-15,0.9,-6,0,-8,-8,0.8
CCN(CC)CCNc1nc2ccccc2n1C,-0.3,1.4,1,-14,0.9,-5,-2,1,-15,0.6
Fc1ccc(CSc2nc3ncccc3[nH]2)cc1,0.4,0.6,1,3,1,-5,-2,5,-18,0.3
C(=N\n1cnnc1)/c1ccc2ncccc2c1,-0.6,0.3,1.1,7,1.1,-4,3,7,-11,1.2
CC1=NCCN1S(=O)(=O)c1c(C(C)C)cc(C(C)C)cc1C(C)C,0.3,0.1,x,-4,x,2,-8,-2,0,-0.9
CC(OC(=O)c1oc2ccccc2c1COc1ccccc1)C(N)=O (stereo unspecified),-0.4,-0.4,1.1,-21,1.1,-3,-5,11,8,1.9
COc1ccc(S(=O)(=O)N2CCCN(Cc3cccc(F)c3)CC2)cc1,-0.6,0.7,1,-8,1,-3,0,90*,-9,2.3
CCOc1ccc(Nc2nc(Cc3nnc(SCC(=O)NC4CCCC4)n3C)cs2)cc1,-0.1,-0.3,1,x,0.9,0,-3,3,4,0.9
COc1cc(NS(=O)(=O)c2ccc(N)cc2)nc(OC)n1,-0.4,-0.2,1.1,-14,1.1,0,-11,-7,-8,0.0
Cc1cc(C)cc(OCc2nnc(SCC(=O)OC3CCCCC3)o2)c1,-0.4,3.2,0.9,-19,0.9,-2,-7,-5,-7,6.8
CC1CCC2C(=O)N(c3ccc(C(=O)Oc4cccc5cccnc45)cc3)C(=O)C2C1 (stereo unspecified),-0.2,0.1,0.5,-2,0.7,-9,2,-4,-4,0.8
COC(=O)Cc1ccc(N(Cc2ccccc2F)S(=O)(=O)c2ccc(Cl)cc2)cc1,-0.7,1.5,1,9,1,-5,-4,-2,-9,15*
O=C(CCC(=O)c1ccc(Oc2ccccc2)cc1)Nc1cccc(Cl)c1,-0.2,0.5,1,-13,0.9,-2,-8,-7,-9,3.5
Nc1nc(N)nc(-c2ccc(Oc3ccccc3)cc2)n1,0.1,12,1,x,1,-1,-1,11,-9,5.7
CCOc1ccc(-n2c(SCc3nc(-c4cccs4)no3)nnc2-c2ccncc2)cc1,0.0,2.7,0.9,-14,0.8,-5,-1,62*,-12,0.7
COc1ccc2[nH]cc(CCNC(=S)NC3CCCC3)c2c1,-0.5,-0.1,1,2,1,-6,0,6,-9,1.3
CCCC(=O)c1ccc(N2CCCCC2)c(F)c1,0.1,-0.3,1,12,0.9,-4,-4,-4,-8,-0.5
Cc1ccc(OCc2cn3cccnc3n2)cc1,-0.1,-0.8,1,9,0.9,-7,-6,-6,-7,5.6
O=C(CCn1c(=O)oc2ccccc21)NCCN1CCc2ccccc2C1,-0.2,2.4,1,-73,0.9,-5,-1,19,-12,-0.6
S=C1NCCc2ccc(Cl)cc2C1c1ccccc1Cl (stereo unspecified),0.4,4.1,1,x,0.9,1,-7,5,10,1.5
Cc1ccc(S(=O)(=O)NC(C)(C)CSc2nnc(Nc3ccccc3)s2)cc1,0.0,0.8,0.9,x,0.8,-2,-4,100*,-11,4.9
CCSc1nnc(C)n1-c1ccc(C(=O)O)cc1,-0.1,-0.1,1.2,-43,1,7,-2,-11,0,2.3
CC(C)(C)C1CCc2onc(C(=O)NC3CCCC3)c2C1 (stereo unspecified),-0.2,-1.4,1,-5,1,-4,4,15,-6,1.6
CCOC(=O)Cn1nc(-c2ccccc2)c2ccccc2c1=O,-0.5,0.2,1,x,1,-7,2,-5,-14,x
CC1Oc2ccccc2N(CC(=O)NCc2ccccc2)C1=O (stereo unspecified),-0.1,-2.5,1,-1,1,0,-8,-9,-4,1.5
O=C(Nc1ccccc1C(=O)NC(Cc1ccccc1)C(=O)O)c1ccccc1 (stereo unspecified),0.1,-0.7,1,-1,1,2,-5,7,1,4.6

# Rows are unselected, and some 12% of all compounds hit somewhere here.
